PI5P4K alpha inh: inhibitors of human PI5P4K alpha; PI5P4Kalpha enzyme, ADP-Glo luminescence, 60 min; stronger effect = lower value; AID 652105; max response, %; P48426; actives 1.2% (n = 330,000); active = max response of -50% or lower; inconclusive = between -30% and -50%; inactive = -30% or higher; note: value at the top dose of about 77 µM; % is set by controls: 0 for no effect and ±100 for the full control effect
Target sequence (P48426 whole entry, looked up): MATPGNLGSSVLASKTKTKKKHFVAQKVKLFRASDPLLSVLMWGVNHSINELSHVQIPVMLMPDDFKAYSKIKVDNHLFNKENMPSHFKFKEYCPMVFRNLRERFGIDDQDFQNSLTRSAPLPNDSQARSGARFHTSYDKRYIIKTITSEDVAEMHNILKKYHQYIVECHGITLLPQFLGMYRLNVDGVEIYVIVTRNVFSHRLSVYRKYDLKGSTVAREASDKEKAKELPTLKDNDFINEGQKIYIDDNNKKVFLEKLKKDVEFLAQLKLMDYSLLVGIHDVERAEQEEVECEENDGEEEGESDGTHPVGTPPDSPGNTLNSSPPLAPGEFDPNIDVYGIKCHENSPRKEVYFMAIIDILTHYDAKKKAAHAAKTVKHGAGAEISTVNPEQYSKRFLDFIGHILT
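PI5P4Kalpha ADP-Glo assay; 5 microM ATP final; 60 min RT reaction; HEPES pH 7.4/EGTA/CHAPS, 5% DMSO; controls lacking substrate or enzyme; luminescent end-point.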
EPAC2 agonist: activates human EPAC2 exchange factor; Potency, µM (titrated, usually from 154 µM), for inactives: at the highest dose activation, most hits filed as activators; actives 0.079% (n = 360,000); EPAC2 activation, biochemical qHTS; response scale: 100% = 6.5 mM cAMP response; Q8WZA2; note: potency is the fitted concentration of half-maximal effect; nearly all actives have a fitted effect of over 50% in size
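Each well held 100 nM EPAC2, 250 nM RAP1B-BODIPY-GDP and 50 uM GDP. Fluorescence, read at 5-min intervals to 30 min, was referenced to a 6.5 mM cAMP positive control.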
CCT modulator: cytosolic chaperonin activity modulation; actives 0.3% (n = 360,000); purified chaperonin ATPase assay, HTRF ADP detection, 30 min; activity change, % (test concentration not listed), hits read low; in the data active = activity change below about -30%; note: % is set by controls: 0 for no effect and ±100 for the full control effect
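TRiC (40 or 20 nM final, by batch activity) in 30 mM Tris pH 7.4, 100 mM KCl, 5 mM MgCl2, 1 mM DTT was treated with compound at 76 uM single dose, then 10 uM ATP, 30 min at 37 °C. ADP was read by HTRF Transcreener.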
IL2 activator: IL-2 activation; actives 0.065% (n = 360,000); activation, % (series mostly up to about 46 µM); IL-2 activation reporter assay, cell-based qHTS; stimulated with anti-CD3/CD4/CD28 beads; in transgenic mouse T cells; in the data active = activation above about 50%; inconclusive = mostly about 30% to 49%; note: 0% is about no effect
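Using fluorescent plate cytometry, EGFP and DsRed are detected in transgenic mouse T cells stimulated 18 h at 37 degrees C with antibody-coated beads after 60 min compound pretreatment.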
EPAC1 agonist: EPAC1 (human) agonism. actives 0.073% (n = 360,000). Potency, µM (highest dose often 154 µM), for inactives: at the top dose activation, actives largely listed as activators. EPAC1 agonist qHTS, biochemical assay; response scale: 100% = response to 6.5 mM cAMP. O95398; note: potency is the fitted concentration of half-maximal effect; nearly all actives have a fitted effect of over 60% in size
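Normalized to 6.5 mM cAMP, activity reflects EPAC1-catalysed release of BODIPY-GDP from Rap1B, followed kinetically over 30 min at 480 nm excitation, 540 nm emission. Reaction contained 100 nM EPAC1, 250 nM Rap1B-BODIPY-GDP, 50 uM GDP.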
EPAC1 antag: antagonists of human EPAC1; actives 0.14% (n = 360,000); EPAC1 GEF assay, Rap1b-BODIPY-GDP exchange fluorescence; Potency, µM (titrated, usually from 115 µM), without a hit: at the highest dose activity change, negative = inhibition, usual class: inhibitors;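 note: potency is the fitted concentration of half-maximal effect; plate controls were vehicle for no effect and positive control for full effect; nearly all actives have a fitted effect of over 50% in size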
WRN helicase inh: blocks human WRN helicase; Q14191; WRN helicase unwinding, fluorescent forked duplex, kinetic; actives 0.46% (n = 360,000); Potency, µM (highest dose often 114 µM), without a hit: at the highest dose activity change, negative = inhibition, actives largely listed as inhibitors; AID 651768; note: potency is the fitted concentration of half-maximal effect; % is set by controls: 0 for no effect and ±100 for the full control effect; nearly all actives have a fitted effect of over 55% in size
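Fluorescence dequenching readout, ex 525 nm/em 598 nm, kinetic mode: forked duplex DNA (100 nM final) with adjacent fluorophore and quencher unwound by WRN (20 nM final) with 2 mM ATP. Compound preincubation 15 min, room temperature.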
PLK1 PBD inh: PLK1 (human) polo-box domain binding inhibition. Potency, µM, for the others: max response, negative = inhibition, hits mostly inhibitors. Plk1 PBD binding of FITC phosphopeptide, fluorescence polarization. actives 2.8% (n = 360,000). P53350; note: potency is the fitted concentration of half-maximal effect; series mostly up to about 57 µM; % is set by controls: 0 for no effect and ±100 for the full control effect; nearly all actives have a fitted effect of over 65% in size
Target sequence (P53350 whole entry, looked up, the tested form may be a part): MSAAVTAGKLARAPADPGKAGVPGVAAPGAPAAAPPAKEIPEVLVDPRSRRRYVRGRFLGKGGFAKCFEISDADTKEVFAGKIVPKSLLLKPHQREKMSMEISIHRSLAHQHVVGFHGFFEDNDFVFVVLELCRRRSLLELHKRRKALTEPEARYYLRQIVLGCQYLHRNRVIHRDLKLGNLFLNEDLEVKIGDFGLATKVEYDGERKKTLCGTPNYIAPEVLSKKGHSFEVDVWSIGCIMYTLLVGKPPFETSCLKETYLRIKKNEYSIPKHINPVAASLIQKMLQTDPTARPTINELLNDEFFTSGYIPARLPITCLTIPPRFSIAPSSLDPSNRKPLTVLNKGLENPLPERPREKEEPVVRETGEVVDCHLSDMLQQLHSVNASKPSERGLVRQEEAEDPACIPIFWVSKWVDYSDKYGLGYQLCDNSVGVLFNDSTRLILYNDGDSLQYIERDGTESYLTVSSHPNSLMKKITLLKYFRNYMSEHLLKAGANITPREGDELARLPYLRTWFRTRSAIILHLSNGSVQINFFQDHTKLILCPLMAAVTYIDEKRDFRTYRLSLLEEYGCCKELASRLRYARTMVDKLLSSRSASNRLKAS
An asterisk follows results filed as active; ? = inconclusive; · = not tested or not shown; [ ] = dose if it differs, or a comment. Unless noted, calls come from the whole dose curve; as a rule, active = well fitted curve in the direction sought with a large enough effect; inconclusive = small, poorly fitted or top-dose-only effect, or another doubt; inactive = no such curve, though single readings can be large; an effect the other way counts as inactive or inconclusive. An excerpt; the hit share may differ from the screen's.

SMILES	PI5P4K alpha inh	EPAC2 agonist	CCT modulator	IL2 activator	EPAC1 agonist	EPAC1 antag	WRN helicase inh	PLK1 PBD inh
CCN1CCN(S(=O)(=O)c2ccc(OC)cc2)CC1	-5	4%	-0.5	1.5	3%	-8%	-7%	-17%
Cc1c(C(=O)N2CCN(c3ccccc3F)CC2)sc2ncn(CC(=O)N3CCOCC3)c(=O)c12	·	6%	-2.6	-2.9	-9%	12%	3%	0%
CN(C)S(=O)(=O)N1CCC(c2ccc(F)cc2)C(COc2ccc3c(c2)OCO3)C1 (configuration not stated)	2	2%	1.7	-3.4	-2%	-9%	-3%	-15%
Cc1ccc2oc(Nc3nc(C)cc(C)n3)nc2c1	1	7%	-0.9	-3.3	3%	8%	4%	-4%
O=C(c1ccc(F)cc1)c1ccc(OCC(=O)N2CCOCC2)cc1	-9	3%	-1.6	0.2	-8%	-4%	3%	0%
Cc1ccc(/C=C(\C#N)C(=O)NCCN2CCOCC2)cc1	0	1%	-0.7	-0.2	4%	20%	9%	2%
COc1ccc(/C=C/C(=O)c2ccc(OC)cc2O)cc1	14	5%	-18	-2.6	-7%	-20%	2%	-23%
O=S(=O)(Cc1ccc(Cl)cc1)c1ccccc1-c1nnc(-c2ccccc2)o1	6	-6%	-6.0	-0.5	-3%	-12%	7%	-12%
C[C@H](O)[C@@H]1C(=O)N2CCc3ccc(N4CCN(C)CC4)cc3[C@@H]2C[C@@H]1N(C)C(=O)c1ccco1	-4	8%	-2.0	-2.1	-3%	-11%	5%	0%
Cc1ccc(NC(=O)c2ccc3c(c2)CCN3S(C)(=O)=O)cc1	1	8%	0.4	-1.5	9%	13%	2%	0%
CC(C)CC(NC(=O)C(NC(=O)C1CCC(=O)N1C(=O)OCc1ccccc1)C(C)C)C(=O)N1CCCC1C(N)=O (configuration not stated)	9	-1%	3.8	1.4	-2%	9%	8%	0%
CCN1C(=O)[C@@H]2[C@H](C1=O)[C@@H]1C(=O)Nc3ccccc3C(=O)N1[C@@H]2c1cccc(C)c1	3	2%	-2.3	2.4	11%	-1%	0%	-1%
COc1ccc(/C=C2\SC(=S)N(Cc3cccnc3)C2=O)cc1C	-2	14%	-1.2	0.1	9%	2%	-33%[57.1 µM]	-8%
COc1ccc(NC(=O)CN2CC(c3ccccc3)CC2=O)cc1OC (configuration not stated)	3	2%	2.2	0.9	-9%	-13%	6%	4%
Cc1ccc(NC(=O)CSc2nnc(Cn3c(=O)sc4ccccc43)n2C)cc1	2	4%	-0.5	-1.5	-8%	-4%	-1%	-16%
O=C(COC(=O)C1=Cc2ccccc2OC1)NCc1ccc(F)cc1	-1	-7%	-3.6	-1.8	4%	?	-8%	-10%
O=S(=O)(Nc1ccccc1Cl)c1ccc(NS(=O)(=O)c2cccs2)cc1	1	6%	-5.3	-1.1	-5%	-11%	-12%	-23%
CN1CCN(C(=O)c2cc3c(c(-c4cccc(Br)c4)n2)[C@H](CCO)N(S(=O)C(C)(C)C)C3)CC1 (some centres not stated)	-4	-14%	-0.9	-0.9	4%	15%	-10%	-6%
Cc1cccc(NC(=O)CCSc2nncn2C)c1	·	7%	-0.8	2.2	7%	-3%	4%	-8%
COc1ccc(CCNC(=O)c2ccc3c(=O)n4c(nc3c2)CCC4)cc1OC	2	7%	1.4	-4.0	13%	?	-1%	-8%

Of the compounds above, 8 have nitrogen in an aromatic ring:
SMILES	PI5P4K alpha inh	EPAC2 agonist	CCT modulator	IL2 activator	EPAC1 agonist	EPAC1 antag	WRN helicase inh	PLK1 PBD inh
Cc1c(C(=O)N2CCN(c3ccccc3F)CC2)sc2ncn(CC(=O)N3CCOCC3)c(=O)c12	·	6%	-2.6	-2.9	-9%	12%	3%	0%
Cc1ccc2oc(Nc3nc(C)cc(C)n3)nc2c1	1	7%	-0.9	-3.3	3%	8%	4%	-4%
O=S(=O)(Cc1ccc(Cl)cc1)c1ccccc1-c1nnc(-c2ccccc2)o1	6	-6%	-6.0	-0.5	-3%	-12%	7%	-12%
COc1ccc(/C=C2\SC(=S)N(Cc3cccnc3)C2=O)cc1C	-2	14%	-1.2	0.1	9%	2%	-33%[57.1 µM]	-8%
Cc1ccc(NC(=O)CSc2nnc(Cn3c(=O)sc4ccccc43)n2C)cc1	2	4%	-0.5	-1.5	-8%	-4%	-1%	-16%
CN1CCN(C(=O)c2cc3c(c(-c4cccc(Br)c4)n2)[C@H](CCO)N(S(=O)C(C)(C)C)C3)CC1 (some centres not stated)	-4	-14%	-0.9	-0.9	4%	15%	-10%	-6%
Cc1cccc(NC(=O)CCSc2nncn2C)c1	·	7%	-0.8	2.2	7%	-3%	4%	-8%
COc1ccc(CCNC(=O)c2ccc3c(=O)n4c(nc3c2)CCC4)cc1OC	2	7%	1.4	-4.0	13%	?	-1%	-8%

Continuation:
SMILES	PI5P4K alpha inh	EPAC2 agonist	CCT modulator	IL2 activator	EPAC1 agonist	EPAC1 antag	WRN helicase inh	PLK1 PBD inh
COc1cccc(NS(=O)(=O)c2ccc(NC(C)=O)cc2)c1	·	-5%	-4.4	-1.6	1%	8%	-2%	0%
Cc1cccc(OCCCC(=O)NNC(=O)c2ccccn2)c1	6	4%	-2.7	-0.3	-4%	-4%	3%	-3%
CCc1cc(C(=O)NC(C)C2CCCO2)cs1 (configuration not stated)	1	4%	-0.3	-3.4	-11%	-5%	9%	-4%
COC(=O)[C@@]12C[C@@H](CC(=O)N3CCSCC3)C(=O)N(Cc3cccc4ccccc34)C1=CCC(C)(C)C2	-4	19%	·	-0.7	1%	-4%	-1%	-12%
COc1ccc(NS(=O)(=O)c2cc(NC(=O)c3cccs3)ccc2N2CCCC2)cc1	7	-2%	2.2	0.0	-1%	12%	-13%	0%
CN(Cc1c(C(=O)N/N=C/c2cccc(Cl)c2)nnn1-c1nonc1N)c1ccccc1	-1	12%	0.0	-1.1	12%	-11%	-10%	-3%
O=C(Nc1cccc(C(F)(F)F)c1)Nc1ccon1	11	7%	-2.0	0.1	-6%	-3%	-1%	-1%
O=S(=O)(N1CCOCC1)N1CCOCC1	3	-1%	-5.6	0.1	-10%	12%	14%	-11%
CCCCn1c(=O)[nH]c(=O)c2c1nc(-c1cccc(OC)c1)n2C	-2	6%	-2.9	-5.0	-14%	-26%	-16%	-17%
Cc1ccc(NS(=O)(=O)c2ccc(C(=O)N3CCCN(C)CC3)cc2)cc1	·	11%	-2.0	0.7	3%	1%	-9%	2%
COc1ccc(C(=O)NCCc2c[nH]c3ccc(OC)cc23)cc1	-3	1%	0.2	-2.4	-2%	-1%	2%	3%
O=C(O)CCc1nc2cc(C(F)(F)F)ccc2n(Cc2ccccc2)c1=O	-21	8%	-0.5	0.0	-6%	7%	68%[activator]	-15%
Oc1ccc(N=Nc2n[nH]c(-c3ccc(Br)cc3)n2)cc1	-13	-9%	0.2	-1.4	1%	0%	-14%	2%
COc1ccc(COC(=O)N/N=C(\C)CC(=O)Nc2c(C)cc(C)cc2C)cc1	1	9%	-1.0	3.0	5%	5%	-2%	-22%
CC(=O)Nc1ccc(/C=N/N2CCCCC2)cc1	-1	5%	-0.1	0.6	-3%	-9%	-9%	?
O=C1C2C3C=CC(C2C(=O)N1c1ccc(O)cc1)C1C2C(=O)N(c4ccc(O)cc4)C(=O)C2C31 (configuration not stated)	-10	3%	0.6	0.3	-13%	5%	0%	-9%
Cc1ncnc(N)c1CCCNc1ccccc1	1	4%	0.2	-0.5	1%	-1%	1%	-3%
CC(C)(C)OC(=O)N1CCN(C(c2ccnc3ccccc23)c2nnnn2-c2ccc3c(c2)OCCO3)CC1 (configuration not stated)	-5	17%	1.1	-0.6	10%	-10%	5%	-11%
Cc1ccc(C(=O)NCC(c2ccc(F)cc2)N2CCOCC2)s1 (configuration not stated)	0	-1%	0.9	-0.3	8%	1%	2%	6%
CC(=O)c1ccc(NC(=O)CSc2nnc(-c3ccco3)c(-c3ccco3)n2)cc1	-64*	5%	0.9	-0.6	2%	50µM*	32µM*	13µM*
CCOC(=O)C1CCN(C(=O)COC(=O)C2CCN(S(=O)(=O)c3ccc(C)c(C)c3)CC2)CC1	-3	1%	-2.2	-0.9	-3%	-3%	-8%	0%
COC(=O)C(C)Sc1ncnc2c1c(-c1ccccc1)cn2-c1ccc(OC)cc1 (configuration not stated)	17	-3%	0.2	-1.5	-4%	-9%	-11%[57.1 µM]	4%
O=C(O)c1cc2c(s1)CCCC2	-2	0%	-3.0	-0.3	2%	-7%	1%	-7%
CCn1c(NCc2c[nH]c3ccccc23)nc2ccccc21	-2	2%	0.0	0.2	9%	-5%	2%	-8%
c1cnc(N2CCSCC2)nc1	·	7%	-1.2	0.3	2%	5%	-5%	0%
O=C(CCCN1C(=O)c2ccccc2C1=O)NCc1ccc(F)cc1	-1	9%	-3.1	2.3	12%	10%	3%	1%
Cc1ccc(SCC(=O)N(C)CC(=O)Nc2cccc(F)c2)c(C)c1	3	3%	1.8	-4.9	5%	-16%	-16%	?
O=C(/C(C=Nc1cccc(C(F)(F)F)c1)=C(/O)c1ccco1)C(F)(F)F	-4	7%	0.0	0.7	-1%	?	-8%	-14%
CCN(Cc1ccccc1)C(=O)Cn1c(=O)n(CCC(=O)N2CCCCC2)c(=O)c2sccc21	-1	-3%	-2.3	-1.2	-5%	-7%	7%	0%
COC(=O)N(C)C[C@@H]1OCc2ccccc2-c2c(n(C)c3ccccc23)C(=O)N([C@H](C)CO)C[C@@H]1C	6	-10%	-4.3	-2.0	11%	-23%	-6%	-18%
CC(=O)NC(C)(c1ccccc1)c1nc(-c2cncnc2)cs1 (configuration not stated)	1	6%	0.4	0.4	-9%	22%	-3%	-6%
O=C(CN1CCC(NC(=O)c2cccc(F)c2)CC1)Nc1ccc(Br)cc1	5	3%	-1.3	0.1	10%	-1%	-2%	-11%
CCC(C(=O)NCCc1c[nH]c2ccc(C)cc12)c1ccccc1 (configuration not stated)	4	14%	-3.2	-0.4	18%	-4%	0%	-16%
Cc1ccc(S(=O)(=O)NC(C)(C)CSc2nncn2C)cc1	·	12%	-0.4	0.5	7%	3%	-12%	-8%

Screening data from PubChem.
